Compound activity as filed in PubChem.
RBX1-CUL1 inh: inhibitors of human ROC1-CUL1 ubiquitin ligase activity. E3 ubiquitin-protein ligase RBX1 (Homo sapiens) + Cullin-1 (Homo sapiens), P62877+Q13616. in vitro K48 di-Ub FRET, acceptor:donor ratio, 45 min. inhibition, % at 10 µM. 140,000 compounds, 0.6% hits. AID 1347404, 2020; in the data active means inhibition above about 25%
Target sequence (P62877 whole entry, looked up): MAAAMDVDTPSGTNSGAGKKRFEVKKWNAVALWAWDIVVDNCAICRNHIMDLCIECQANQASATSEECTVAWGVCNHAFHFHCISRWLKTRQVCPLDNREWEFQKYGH
Target sequence (Q13616 whole entry, looked up): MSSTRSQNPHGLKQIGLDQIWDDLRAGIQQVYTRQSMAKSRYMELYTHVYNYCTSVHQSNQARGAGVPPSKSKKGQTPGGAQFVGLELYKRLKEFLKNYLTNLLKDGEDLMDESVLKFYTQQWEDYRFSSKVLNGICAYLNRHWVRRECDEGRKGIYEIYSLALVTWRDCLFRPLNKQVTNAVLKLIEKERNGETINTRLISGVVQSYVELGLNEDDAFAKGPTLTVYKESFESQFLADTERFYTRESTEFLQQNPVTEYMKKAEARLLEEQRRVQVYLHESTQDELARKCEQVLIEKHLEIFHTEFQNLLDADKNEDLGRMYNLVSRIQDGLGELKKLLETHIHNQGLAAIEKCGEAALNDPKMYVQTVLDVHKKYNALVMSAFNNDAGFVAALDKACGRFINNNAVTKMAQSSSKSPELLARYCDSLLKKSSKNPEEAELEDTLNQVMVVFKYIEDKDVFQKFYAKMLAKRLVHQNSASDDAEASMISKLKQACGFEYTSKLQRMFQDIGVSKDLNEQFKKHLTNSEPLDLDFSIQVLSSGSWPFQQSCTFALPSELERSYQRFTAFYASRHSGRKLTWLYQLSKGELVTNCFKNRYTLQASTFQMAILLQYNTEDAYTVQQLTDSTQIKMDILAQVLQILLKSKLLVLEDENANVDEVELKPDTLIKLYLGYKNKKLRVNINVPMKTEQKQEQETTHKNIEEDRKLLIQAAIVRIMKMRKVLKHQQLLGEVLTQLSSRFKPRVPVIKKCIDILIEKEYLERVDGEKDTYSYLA
* = called active by the depositor.

SMILES	RBX1-CUL1 inh
N#CC(C#N)=C1CCC(OC(=O)c2ccccc2)CC1 (stereo not given)	-3
COC(=O)c1cnn(-c2nc3c(C)cccc3s2)c1N	2
O=c1c(-c2ccc(Cl)cc2Cl)coc2c(CN3CCOCC3)c(O)ccc12	-5
CCOC(=O)N1CCC(N2CCCC(C(=O)c3cc(F)ccc3OC)C2)CC1 (stereo not given)	-1
CC(C)c1ccccc1NC(=O)OC(C)(C)C	13
C=CCn1c(=O)c2c(nc3n(-c4ccccc4N)c(C)cn23)n(C)c1=O	3
Cc1ccc2cccc(NC(=O)C(C)Oc3ccc(Cl)cc3Cl)c2n1 (stereo not given)	-13
O=C1NC(c2ccc(OC3CSC3)cc2)Nc2ccccc21 (stereo not given)	0
Cn1cc(Br)c(C(=O)NCc2cccs2)n1	1
COc1cccc(NC(CNS(=O)(=O)c2ccc(C)cc2)c2ccccc2)c1 (stereo not given)	-11
O=C1C=C(c2ccccc2)N(c2ccccc2)C(=O)C1Sc1ccc(Cl)cc1 (stereo not given)	9
COc1cc(C)ccc1C1=C/C(=C\c2ccc(OCc3ccccc3)cc2)C(=O)O1	5
CCn1c(=O)cc(SCC(=O)NCc2ccc(C)cc2)c2ccccc21	9
COc1cccc(CNC(=O)Cn2c(=O)nc(-c3ccccc3F)c3cc(Cl)ccc32)c1	0
CC(c1ccc(C2CCCC2)cc1)N(C)C (stereo not given)	-1
COC(=O)c1c(-c2ccco2)csc1NC(=O)C1CC1	-4
CC(C)CCNC(=O)c1cc(-c2cccnc2)nc2ccc(S(=O)(=O)N3CCC(C)CC3)cc12	-7
O=C(Nc1cccc(F)c1)[C@H](CSCc1ccccc1)N1Cc2ccccc2C1=O	2
CCOc1ccc(Nc2ncnc3c2nc2n3CCCCC2)cc1	4
CNC(=S)NNC(=O)c1oc2nc(-c3ccccc3)cc(-c3ccccc3)c2c1N	-6
Cc1cc(NS(=O)(=O)c2cccc(C(=O)Nc3nncs3)c2)no1	2
CC(C)(C(=O)O)c1ccc(C(=O)O)cc1	-7
c1ccc(OCc2noc(-c3ccc(N4CCCO4)nc3)n2)cc1	-1
C=C(C)C(=O)Nc1ccc(O)c(-c2nc3ccc(NC(=O)C(=C)C)cc3s2)c1	7
CCCCN1CC(C(=O)Nc2ccc(OC)cc2)CC1=O (stereo not given)	6
Going on with the list:
SMILES	RBX1-CUL1 inh
COc1ccc(-c2c(C)nn3c(N4CCN(c5ccccc5F)CC4)cc(C)nc23)cc1OC	-14
CCOC(=O)C1C(=O)/C(=C/c2ccccc2OCC(=O)O)SC1=Nc1ccc(C)cc1 (stereo not given)	3
Fc1cccc(C2(CNCCNc3cccnc3)CCOC2)c1 (stereo not given)	5
CCOC(=O)c1c(N2C(=N)C(C#N)C(c3ccc(CC)cc3)C3=C2CC(C)(C)CC3=O)sc2c1CCCC2 (stereo not given)	0
CCOCc1nnc(NC(=O)CCc2ccccc2)s1	1
CC(=O)c1ccccc1OC(=O)c1ccc(Cl)cc1Cl	9
Cc1ccn2c(Nc3ccc4c(c3)OCCO4)c(-c3ccc(C)o3)nc2c1	-2
O=C(Nc1ccc(OC(F)(F)F)cc1)NC1COc2ccccc2C1 (stereo not given)	0
Cc1coc2c(C)c3oc(=O)c(CCC(=O)N4CCCCC4)c(C)c3cc12	-7
CN(Cc1nc(N2CCOCC2)c2ccc(Cl)cc2n1)Cc1ccccc1C(F)(F)F	5
Cc1nn(CCCC(=O)Nc2ccccc2C(F)(F)F)c(=O)c2nn(-c3ccccc3)c(C)c12	-6
COc1ccc(CN2CCNC(=O)C2CC(=O)NCCCOC(C)C)c(F)c1 (stereo not given)	-9
CCC1CN(CCNC(=O)/C=C/c2cccs2)Cc2cc(OC)ccc2O1 (stereo not given)	-14
O=C(c1csc2nc(-c3ccc(F)cc3)cn12)N1CCN(CC2CC2)CC1	0
CCC1(C)Cc2c(sc(N)c2C#N)CO1 (stereo not given)	-1
COC(=O)c1ccc(NC(C)=O)o1	12
Nn1c(SCC(=O)c2ccc(F)cc2)nc2sc3c(c2c1=O)CCCC3	-5
O=C(CSc1nnc(CCCOc2ccc(Cl)cc2Cl)o1)Nc1nccs1	4
O=C1C(=O)N(c2nnc(SCc3ccccc3Cl)s2)C(c2ccc(Cl)cc2)C1C(=O)c1cc2ccccc2o1 (stereo not given)	29*
CCc1nnc(NC(=O)CSc2nccn2-c2ccc(OC)cc2)s1	0
CC1C(=O)C2(CCC3=C(O2)C(C)C(C)(C)NC3(C)C)C(C)(C)NC1(C)C (stereo not given)	-4
CCOC(=O)c1c(C)oc2nc(C)nc(NCc3ccc(OC)cc3OC)c12	-6
COc1cc(C2c3c(-c4ccc(C)cc4)n[nH]c3C(=O)N2c2ccc(F)cc2)ccc1O (stereo not given)	-3
COc1ccc(CC(CNC(=O)OCC2c3ccccc3-c3ccccc32)C(=O)O)cc1 (stereo not given)	7
CCCCOc1c(I)cc(CNCCN(CC)CC)cc1OCC	-9

The final 2 compounds of the section before open the next one:
SMILES	RBX1-CUL1 inh
COc1ccc(CC(CNC(=O)OCC2c3ccccc3-c3ccccc32)C(=O)O)cc1 (stereo not given)	7
CCCCOc1c(I)cc(CNCCN(CC)CC)cc1OCC	-9
CCCCOC(=O)NC(Nc1ccc(OC)cc1)(C(=O)OC)C(F)(F)F (stereo not given)	2
CSc1ccc(CCNC(=O)CN2C(=O)c3cccnc3Oc3ccc(Cl)cc32)cc1	-7
CN1CCC(N2CCCC(C(=O)NCCc3ccccn3)C2)CC1 (stereo not given)	-4
Cc1cc(C)c(NC(=O)CSc2nc(-c3ccc(F)cc3)cs2)c(C)c1	-3
CCOC(=O)c1ccc(NC(=O)C(CC)(CC)C(=O)OCC)cc1	11
Cn1c(NCCCO)nc2ccccc21	-8
Cc1cc(C)nc(N=C(N)Nc2ccc(O)cc2)n1	1
CCCCN1C(=O)C(C=Nc2ccc(Br)cc2)C(=O)N(CCc2ccccc2)C1=O (stereo not given)	-5
COC(=O)c1c(-c2cccs2)csc1NC(=O)C(OC(C)=O)c1ccccc1 (stereo not given)	-2
Clc1cccc(-n2nc3c(Cl)nnc(-c4ccccc4)c3c2-c2ccccc2)c1	5
CC(=O)Nc1ccc(-c2nnc(SCC(=O)c3ccc([N+](=O)[O-])cc3)o2)cc1	5
CCCCCCCCN1C(=O)C(C=Nc2ccc(C)c([N+](=O)[O-])c2)C(=O)N(CCCC)C1=O (stereo not given)	2
COC(=O)c1cc(NC(=O)CN(c2ccccc2)S(=O)(=O)N(C)C)ccc1Cl	6
COC(=O)CCNC(=O)c1ccc2oc(Cc3ccc(Cl)cc3)nc2c1	3
Cc1ccccc1NC(=O)Cn1c(=O)n(CCc2ccccc2)c(=O)c2sc3ccccc3c21	-6
O=C(O)c1cccc(Nc2ccc([N+](=O)[O-])cc2[N+](=O)[O-])c1	-5
Cc1ccccc1CC(=O)NC1CCCN(C2CCN(C)CC2)C1 (stereo not given)	10
Cc1ccc(NC(=O)C(C)c2cccc(C(=O)c3ccccc3)c2)cc1O (stereo not given)	0
Cc1ccc2nc(-c3ccc(Cl)cc3)cc(C(=O)OCC(=O)c3ccccc3)c2c1	2
CCOC(=O)C1C(C)=NC(=O)NC1c1ccc(OCC(=O)Nc2c(C)cccc2C)cc1 (stereo not given)	4
CC(C)(C)c1cnc2ccc(Cl)nc2n1	15
CCOC(=O)c1c(NC(C)=O)sc2c(OCC(O)CN3CCCCC3)c(Br)ccc12 (stereo not given)	0
Cc1cc(NC(=O)Nc2nnc(N3CCCCC3)s2)ccc1Br	-2
COC(=O)CN1C(=O)C2(c3ccccc31)c1c(n[nH]c1-c1ccc(Cl)c(Cl)c1)OC(=N)C2C#N (stereo not given)	-1
COc1ccc(NC(=O)Nc2nnc(N3CCCCCC3)s2)cc1	1
Next part.
SMILES	RBX1-CUL1 inh
CC(NC(=O)Cn1ccc2cc(S(=O)(=O)N3CCCCCC3)ccc21)c1ccccc1 (stereo not given)	-3
O=C(c1ccc(C(F)(F)F)cc1)N1CCC(c2nc(-c3ccc(S(=O)(=O)N4CCCC4)cc3)no2)CC1	-1
CC1CCN(C(=O)c2cc3c(=O)n(C)c4cc(Cl)ccc4c3s2)CC1	-6
NS(=O)(=O)c1ccc(SCc2ccccc2)nc1	-7
O=C(CSc1nnc(CNc2ccc(F)cc2)o1)N(c1ccccc1)c1ccccc1	-2
CN(Cc1ccc(F)cc1)Cc1nc(-c2cnccn2)no1	8
O=C(Cn1nnc(-c2ccccc2)n1)Nc1ccc(F)c(Cl)c1	4
Cc1ncc2c(c1-c1noc(C(C)(C)NC(=O)c3cccs3)n1)CCNC2	7
CCc1ccc2ncc3c(-c4ccc(C)cc4)nn(CC(=O)Nc4ccc(C)cc4)c3c2c1	3
CCN(CC)CCCNC(=O)c1ccc(Br)cc1Br	-5
c1ccc2c(c1)CCN(c1ncnc3sc4c(c13)CCC4)C2	-5
COC(=O)c1c(-c2ccc(Cl)c(Cl)c2)csc1N	-1
Clc1cccc(N2CCN(c3nc4ccccc4n4nnnc34)CC2)c1	-4
COC(=O)CN1C(=O)S/C(=C/c2cc(C)n(-c3ccccc3C(=O)OC)c2C)C1=O	1
O=C(Nc1ccc(Br)cc1)C12CC3CC(C1)CC(n1cncn1)(C3)C2	-4
CC(=O)c1sc(N2C(=O)C(=O)C(C(=O)c3cc4ccccc4o3)C2c2ccc(C)cc2)nc1C (stereo not given)	7
Cc1ccc(-c2nc3ccccc3[nH]2)cc1NC(=O)COc1ccc(Cl)cc1Cl	3
CCCSc1nnc(NC(=O)c2sc3nc4c(cc3c2N)CC(CC)CC4)s1 (stereo not given)	-2
Cc1ccc(Cl)cc1N1CCN(CC(O)COc2c(F)cc(Br)cc2F)CC1 (stereo not given)	7
O=C(CCCCCn1c(=O)c2sccc2n(CC(=O)Nc2cc(C(F)(F)F)ccc2Cl)c1=O)NCc1ccccc1Cl	-12
O=S(=O)(Nc1cccc(-c2ccc(N3CCCCC3)nn2)c1)c1cccc(F)c1	-7
COc1ccc(CN2CCNC(=O)C2CC(=O)NCc2cn3ccc(C)cc3n2)c(OC)c1 (stereo not given)	2
Cc1cc(/C=C2\C(=N)N3N=C(c4ccc(F)cc4)SC3=NC2=O)c(C)n1-c1ccc(F)cc1	2
CC(=O)c1nn(-c2ccc(C)cc2)cc1C(=O)c1cc2ccccc2oc1=O	0
Cc1ccccc1-c1nc2cc(NC(=O)COc3ccc(F)cc3)ccc2o1	8

At a glance, some entries already given.
SMILES	RBX1-CUL1 inh
c1ccc2c(c1)CCN(c1ncnc3sc4c(c13)CCC4)C2	-5
COC(=O)c1c(-c2ccc(Cl)c(Cl)c2)csc1N	-1
Clc1cccc(N2CCN(c3nc4ccccc4n4nnnc34)CC2)c1	-4
COC(=O)CN1C(=O)S/C(=C/c2cc(C)n(-c3ccccc3C(=O)OC)c2C)C1=O	1
O=C(Nc1ccc(Br)cc1)C12CC3CC(C1)CC(n1cncn1)(C3)C2	-4
CC(=O)c1sc(N2C(=O)C(=O)C(C(=O)c3cc4ccccc4o3)C2c2ccc(C)cc2)nc1C (stereo not given)	7
Cc1ccc(-c2nc3ccccc3[nH]2)cc1NC(=O)COc1ccc(Cl)cc1Cl	3
CCCSc1nnc(NC(=O)c2sc3nc4c(cc3c2N)CC(CC)CC4)s1 (stereo not given)	-2
Cc1ccc(Cl)cc1N1CCN(CC(O)COc2c(F)cc(Br)cc2F)CC1 (stereo not given)	7
O=C(CCCCCn1c(=O)c2sccc2n(CC(=O)Nc2cc(C(F)(F)F)ccc2Cl)c1=O)NCc1ccccc1Cl	-12
O=S(=O)(Nc1cccc(-c2ccc(N3CCCCC3)nn2)c1)c1cccc(F)c1	-7
COc1ccc(CN2CCNC(=O)C2CC(=O)NCc2cn3ccc(C)cc3n2)c(OC)c1 (stereo not given)	2
Cc1cc(/C=C2\C(=N)N3N=C(c4ccc(F)cc4)SC3=NC2=O)c(C)n1-c1ccc(F)cc1	2
CC(=O)c1nn(-c2ccc(C)cc2)cc1C(=O)c1cc2ccccc2oc1=O	0
Cc1ccccc1-c1nc2cc(NC(=O)COc3ccc(F)cc3)ccc2o1	8

New compounds follow
SMILES	RBX1-CUL1 inh
Cc1cccc2c1-c1sc(C(=O)NCCc3ccc(Cl)cc3)cc1CO2	-1
CCCc1cc(C(=O)OC)c(NC(=O)C2CCN(C(C)=O)CC2)s1	14
Cc1ccc(Cl)cc1NC(=O)CSc1nc2ccccc2nc1Cc1ccccc1	-10
CC(C)Oc1ccc(CNC(=O)c2ccc3nc(C(C)C)oc3c2)cc1	-1
Cc1ccc(NC(=O)c2ccccc2N(C)S(C)(=O)=O)cc1C	1
O=C(NCCOCc1ccc(Cl)cc1)c1ncn[nH]1	-4
CC(C)c1ccc(N2C(=O)c3ccccc3NC2c2ccc(Cl)cc2Cl)cc1 (stereo not given)	2
CN(C)c1ccc(-n2nc3ccc(NC(=O)c4ccc(Br)o4)cc3n2)cc1	10
Cc1ccc(S(=O)(=O)N2CCN(Cn3nnc4ccccc43)CC2)cc1	-11
N#CC1C(=N)C2=C(N3CCCCC3)CCCC2C1(C#N)C#N (stereo not given)	5
O=C(NN=C1CCN(Cc2ccccc2)CC1)c1csc2ccccc12	2
Cc1cc(C)cc(N2C(=O)CC(N3CCCCC3)C2=O)c1 (stereo not given)	-4
C#CCOc1c(Cl)cc(CNc2ccc(C)c(Cl)c2)cc1OCC	2
Cc1nc2nc(C)c(CCC(=O)NCCc3ccccc3)c(C)n2n1	-2
Cc1cc(C)c(S(=O)(=O)NC2CCCCC2)cc1C	-1
CCN(c1ccc(OC)cc1)S(=O)(=O)c1nnc(NC(=O)c2ccccc2Cl)s1	-4
COc1cccc(NC(=O)c2sc3ncccc3c2N)c1	3
CC1=C(C#N)C(=O)N(CCc2ccccc2)C(=O)/C1=C/c1ccc(-c2ccc(S(N)(=O)=O)cc2)o1	26*
Cc1ccc(S(=O)(=O)Nc2ccccc2OCc2ccccc2)cc1	7
CCOc1ccccc1NC(=O)Cn1nc(N2CCN(c3ccccc3)CC2)ccc1=O	-4
CSc1ccccc1C(=O)NCc1nc(NCCCc2ccccc2)c2ccccc2n1	-4
Cc1ccc2nc(SC(Cc3cc(Cl)ccc3Cl)C(=O)O)[nH]c2c1 (stereo not given)	-1
O=C(CCSc1nnnn1-c1ccccc1)Nc1cccc(Cl)c1	2
Cc1ccccc1NC(=O)CN1C(=O)S/C(=C/c2ccccc2)C1=O	-1
CC1CCc2c(sc(NC(=O)c3cc(-c4cccc(Cl)c4)on3)c2C(N)=O)C1 (stereo not given)	-5

Not all compounds are listed; count on the stated rates, not on these rows.
